GAA inh – inhibitors of human lysosomal alpha-glucosidase. purified human GAA, 4-MU-alpha-glucoside fluorescence. P10253. Potency, µM (highest dose often 76.9 µM), without a hit: top-dose activity change, negative = inhibition, most hits filed as inhibitors. AID 1466. hit rate 0.005% among 200,000;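 note: potency is the fitted concentration of half-maximal effect; plate controls were uninhibited enzyme wells for no effect and no-enzyme background for full effect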
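Read-out is 4-methylumbelliferone fluorescence (Ex 365/Em 440 nm) after NaOH/glycine stop at pH 10. Enzyme 4 nM, substrate 400 uM, pH 5.0 citrate buffer, 20 min room temperature; AC50 from Hill-equation concentration-response.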
GAA glycogen mod – inhibitors or activators of human alpha-glucosidase glycogen cleavage; P10253; recombinant GAA, glycogen substrate, Amplex Red glucose oxidase fluorescence; Potency, µM (series often up to 76.4 µM), for the others: at the highest dose activity change, negative = inhibition, usual class: inhibitors; hit rate 0.38% among 300,000; AID 2100;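 note: potency is the fitted concentration of half-maximal effect; 0% = full enzyme reaction and -100% = no-enzyme basal signal; the screen sought inhibitors and activators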
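Recombinant enzyme (4 nM final) with compounds titrated up to 77 uM and bovine liver glycogen (30 ug) in citrate pH 5.0, 0.01% Tween-20, 37 C 40 min. Released glucose detected by Amplex Red/glucose oxidase (Ex 573/Em 610); AC50 from Hill fits.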
Lamin A splicing – modulators of lamin A splicing; HeLa LMNA splicing GFP/RFP minigene ratio, 48 h; Potency, µM (top dose mostly 46.1 µM), inactives show top-dose ratio change, negative = inhibition, actives largely listed as inhibitors; hit rate 0.01% among 200,000; AID 1487; active = well fitted inhibition curve with a large enough effect in the signal ratio, with a control signal flat, not every such curve was filed as active; inconclusive = small, poorly fitted or top-dose-only effect, or effect the other way, or a change in a side signal; the % refers to the signal ratio; note: potency is the fitted concentration of half-maximal effect; % is set by controls: 0 for no effect and ±100 for the full control effect
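S3 HeLa stable clones carrying a lamin A-EGFP splicing minigene plus DsRed2 were seeded at 600 cells/well in Opti-MEM with 2% FBS, pin-dosed and incubated 48 h at 37°C. Acumen cytometry (488 nm) gave the GFP/RFP total-intensity ratio.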
CBFb RUNX1 block – CBF-beta/RUNX1 interaction disruption. AlphaScreen CBFb-His/RUNX1-biotin binding, biochemical. Potency, µM (titrated, usually from 59.8 µM), for the others: at the top dose activity, negative = inhibition, hits mostly inhibitors. 230,000 tested, under 10 active; note: % of control where 0% means no effect
Target sequence (Q01196 whole entry, looked up): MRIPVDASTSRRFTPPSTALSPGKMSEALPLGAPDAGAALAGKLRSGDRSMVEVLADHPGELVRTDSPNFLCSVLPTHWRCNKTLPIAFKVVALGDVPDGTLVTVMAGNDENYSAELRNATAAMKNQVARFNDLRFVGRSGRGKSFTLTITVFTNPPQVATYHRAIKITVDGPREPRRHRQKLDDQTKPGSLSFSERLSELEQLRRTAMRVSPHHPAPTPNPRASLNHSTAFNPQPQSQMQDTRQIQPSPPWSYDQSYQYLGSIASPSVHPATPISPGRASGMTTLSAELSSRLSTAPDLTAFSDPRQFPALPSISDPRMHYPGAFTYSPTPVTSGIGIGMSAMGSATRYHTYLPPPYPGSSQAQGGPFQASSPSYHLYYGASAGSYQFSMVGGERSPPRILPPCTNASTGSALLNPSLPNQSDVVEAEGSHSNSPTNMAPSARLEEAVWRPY
Target sequence (Q13951 whole entry, looked up): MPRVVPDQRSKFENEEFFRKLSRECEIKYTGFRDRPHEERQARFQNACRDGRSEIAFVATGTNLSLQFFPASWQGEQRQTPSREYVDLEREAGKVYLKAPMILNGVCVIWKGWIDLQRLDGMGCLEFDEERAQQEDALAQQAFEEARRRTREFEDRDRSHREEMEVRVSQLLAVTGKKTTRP
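Proteins preincubated together for 20 min at RT before compound addition; 15 min later, nickel and streptavidin beads were added and left 90 min prior to AlphaScreen measurement.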
HTT aggregate – reduces HttQ103-GFP aggregates in PC12 cells | hit rate 1.1% among 220,000 | Potency, µM (top dose mostly 46.1 µM), inactives show at the top dose activity change, negative = inhibition, hits mostly inhibitors | PC12 HttQ103-GFP aggregates, Acumen cytometry, 40 h | AID 1688; note: potency is the fitted concentration of half-maximal effect; % is set by controls: 0 for no effect and ±100 for the full control effect; nearly all actives have a fitted effect of over 60% in size
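Inducible Q103 Huntingtin exon 1–GFP PC12 line, 1500 cells/well in phenol red free DMEM with 5% equine and 5% calf serum. Tebufenozide 100 nM induced expression; compounds titrated; aggregates quantified by cytometry.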
HTT ATP protect – protects HTT-Q103 PC12 cells, measured by ATP. hit rate 0.14% among 230,000. PC12 HTT-Q103 induced, cytoprotection, ATP luminescence, 40 h. Potency, µM (highest dose often 56.4 µM), inactives show cytoprotection (ATP increase), most hits filed as activators;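 note: potency is the fitted concentration of half-maximal effect; % of control where 0% means no effect; nearly all actives have a fitted effect of over 45% in size; toxic huntingtin expression switched on by the ecdysone agonist tebufenozide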
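Compounds were screened for protection of PC12 cells against cell death after tebufenozide induction (100 nM final) of mutant Huntingtin exon 1 (Q103) fused to GFP.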
aGlu spleen mod – inhibitors or activators of human alpha-glucosidase in spleen homogenate; AID 2112; human spleen homogenate, 4-MU-alpha-glucoside fluorescence; hit rate 0.006% among 240,000; Potency, µM (titrated, usually from 79.9 µM), inactives show at the highest dose activity change, negative = inhibition, actives largely listed as inhibitors; P10253;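 note: potency is the fitted concentration of half-maximal effect; 0% = enzyme with vehicle and -100% = no enzyme basal signal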
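AC50 values come from Hill-equation fits of concentration-response data, normalized to no-enzyme and full-activity controls. Enzyme source: 1 ug human spleen homogenate; 1 mM fluorogenic 4-MU glucoside, pH 5.0 citrate buffer, 37 C, 40 min.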
* hit, by the source's call; ? = inconclusive; / = no result given; & = joins results of further samples; [ ] = another dose, or the depositor's remark. Unless noted, calls come from the whole dose curve; as a rule, active = well fitted curve in the direction sought with a large enough effect; inconclusive = small, poorly fitted or top-dose-only effect, or another doubt; inactive = no such curve, though single readings can be large; an effect the other way counts as inactive or inconclusive.

Fields – GAA inh	GAA glycogen mod	Lamin A splicing	CBFb RUNX1 block	HTT aggregate	HTT ATP protect	aGlu spleen mod
C/C(=N\S(=O)(=O)c1ccc(C)cc1)Nc1cc(C(C)C)c(O)cc1C
    -6%	-13%	?	-18%	1%	-4%[10 µM]	-20%
CN(Cc1c(F)cccc1Cl)C(=O)c1cc2ccccc2o1
    -6%	4%	?	15%	9%	18%[10 µM]	-4%
Cc1ccc(SC(C)c2nc(-c3ccccc3)no2)cc1 (stereo not drawn)
    -1%	2%	6%	?	-17%	-1%	1%
Oc1oc(-c2ccc(Br)cc2)nc1/C=N/c1ccccn1
    -2%	11%	/	-2%	7%	/	-1%
Cc1ccc2[nH]c3c(=O)n(CCCN4CCOCC4)cnc3c2c1
    0%	-3%	0%	3%	-13%	-21%[0.074 µM]	-8%
Cc1ccc(C(c2ccc(C)o2)c2cccc([N+](=O)[O-])c2O)o1
    -5%	-9%	-4%	?	0%	-37%	-10%
Cc1cccc(C)c1NC(=O)C1(NC(=O)c2cnccn2)CCCCC1
    -2%[15.4 µM]	7%	-6%	-1%	12%	-2%	-5%
Cn1c(=O)cc(SCC(=O)NCCC2=CCCCC2)c2ccc(Cl)cc21
    2%	-2%	-2%	-5%	9%	-1%[10 µM]	7%
Cn1cnnc1SC1c2cccc3cccc(c23)C1NS(=O)(=O)c1ccccc1 (stereo not drawn)
    1%	7%	-22%	8%	-10%	10%[10 µM]	-5%
COC(=O)c1ccc2c(=O)n(NC(=O)C(c3ccccc3)c3ccccc3)c(=S)[nH]c2c1
    -3%	2%	-4%	-1%	20%	21%	0%
CCOC(=O)N1CCN(C(=O)Nc2ccc(Cl)cc2)CC1
    -6%	-14%	14%	7%	-3%	27%[1.9 µM]	-4%
Cc1nnc(SCC(=O)N2CC(=O)Nc3ccccc32)s1
    -19%	16%	/	5%	?	-2%[10 µM]	-1%
O=C(/C=C/c1ccccc1)NCCN1CCOCC1
    5%	5%	3%	8%	3%	/	-1%
OCc1nc2ccc(Cl)cc2[nH]1
    /	-4%	/	4%	1%[9.22 µM]	13%[10 µM]	-7%
CCOC(=O)CC(NS(=O)(=O)c1ccc(NC(C)=O)cc1)c1ccc(OCC)cc1 (stereo not drawn)
    -6%	-1%	-4%	10%	-25%	9%[1.9 µM]	-3%
O=C(CCN1CCOCC1)Nc1ccccc1
    -6%	4%	?	-4%	2%	17%	1%
Cc1ccc(C)c(SCC(=O)Nc2cccnc2Cl)c1
    -1%	-7%	-13%[46 µM]	7%	8%	-13%[10 µM]	1%
O=C(CSc1n[nH]c(-c2ccncc2)n1)c1ccccc1
    -5%	-1%	?	6%	-14%	10%[10 µM]	0%
COc1cc(C(=O)N/N=C(\C)Cc2ccccc2)cc(OC)c1OC
    -2%	-27%	?	-3%	5%	-13%[10 µM]	3%
COc1ccc(Cc2nnc(NC(=O)C3CCCO3)s2)cc1 (stereo not drawn)
    0%	-2%	-2%	2%	1%	13%	4%
N/C(Cc1ccc([N+](=O)[O-])cc1)=N\OC(=O)COc1cccc2ccccc12
    ?	-14%	-1%	-3%	5%	-5%	-4%
O=C(Nc1ccc(NC(=O)C2CC2)nc1)c1ccccn1
    0%	2%	4%	3%	1%	-83%[inhibitor][10 µM]	-5%
CCC/C=C(\CCC)C(NP(=O)(c1ccccc1)c1ccccc1)c1ccc(-c2ccccc2)cc1 (stereo not drawn)
    /	/	/	21%	/	-58%[inhibitor]	0%
COCCCNC(=O)c1c(N)n(/N=C/c2cccnc2)c2nc3ccccc3nc12
    1%	2%	-4%	9%	-32%	15%	-3%
O=C(CN1CCCCC1)Nc1ccc(N2CCCCCC2)cc1
    3%	?	?	-23%	11%[9.22 µM]	7%[10 µM]	0%
CCOC(=O)Cc1csc(NC(=O)CSc2nnc(-c3ccc(F)cc3)o2)n1
    -4%	13%	15%	2%	-10%	-118%[inhibitor]	-7%
COC(=O)c1cccc(NC(=O)Cc2nc(-c3ccccc3)sc2-c2ccc(C)cc2)c1
    -4%	-6%	?	3%	0%	/	0%
COc1cc(NS(=O)(=O)c2cc(C(=O)N3CCN(C(C)=O)CC3)ccc2OC)cc(OC)c1
    9%	4%	-1%[46 µM]	-2%	-5%	-28%	3%
COc1ccc(NC(=O)c2ccccn2)cc1
    -5%	-15%	4%	0%	0%	-95%[inhibitor]	-3%
Cc1nn(CCC#N)c2nc(C(F)(F)F)[nH]c(=O)c12
    -22%	17%	13%	-1%	-14%	-30%	-3%

Next section; the last six above are carried over.
Fields – GAA inh	GAA glycogen mod	Lamin A splicing	CBFb RUNX1 block	HTT aggregate	HTT ATP protect	aGlu spleen mod
O=C(CN1CCCCC1)Nc1ccc(N2CCCCCC2)cc1
    3%	?	?	-23%	11%[9.22 µM]	7%[10 µM]	0%
CCOC(=O)Cc1csc(NC(=O)CSc2nnc(-c3ccc(F)cc3)o2)n1
    -4%	13%	15%	2%	-10%	-118%[inhibitor]	-7%
COC(=O)c1cccc(NC(=O)Cc2nc(-c3ccccc3)sc2-c2ccc(C)cc2)c1
    -4%	-6%	?	3%	0%	/	0%
COc1cc(NS(=O)(=O)c2cc(C(=O)N3CCN(C(C)=O)CC3)ccc2OC)cc(OC)c1
    9%	4%	-1%[46 µM]	-2%	-5%	-28%	3%
COc1ccc(NC(=O)c2ccccn2)cc1
    -5%	-15%	4%	0%	0%	-95%[inhibitor]	-3%
Cc1nn(CCC#N)c2nc(C(F)(F)F)[nH]c(=O)c12
    -22%	17%	13%	-1%	-14%	-30%	-3%
COc1ccc(S(=O)(=O)Nc2nccs2)cc1OC
    8%	3%	/	-1%	13%[9.22 µM]	5%[10 µM]	-2%
O=C(Cc1ccccc1[N+](=O)[O-])N1CCN(c2ccccc2F)CC1
    3%	12%	-10%	-1%	32%	30%[10 µM]	-4%
Cc1ccc(C(=O)Nc2ncc(Cc3ccccc3)s2)o1
    -4%	-3%	?	-2%	-18%	-11%	-5%
O=S(=O)(NN1CCOCC1)c1ccc(Cl)s1
    2%	-26%	-3%[46 µM]	15%	12%	/	1%
CN(NC(N)=O)c1ncc(C(F)(F)F)cc1Cl
    3%	7%	-8%	9%	-1%	-5%[10 µM]	-6%
CC(C)(C)C(=O)C(Cc1ccccc1)n1cncn1 (stereo not drawn)
    -5%	8%	18%	2%	-4%	18%	3%
C=CCC(C)(O)/C=C/c1ccccc1 (stereo not drawn)
    /	/	/	2%	/	6%	-5%
Cc1cccc2nc(-c3ccco3)c(Nc3ccccc3)n12
    6%	?	/	-21%	14%	-26%	-18%
COC(=O)CCCCC(=O)C1C(=O)CC(C)(C)C(C(=O)OC)C1=O (stereo not drawn)
    -1%	-7%	-2%	6%	-2%	0%[1.9 µM]	-20%
Cc1ccc(NC(=O)CCC2CC(C)(C)OC2=O)cc1 (stereo not drawn)
    3%	0%	/	5%	7%	-22%	4%
CC(=O)c1ccc(Nc2nc(NCCO)nc(OC(C(F)(F)F)C(F)(F)F)n2)cc1
    -13%	1%	10%	5%	11%	7%[10 µM]	-9%
O=C(O)C1=CC(=C(c2ccc(O)c(C(=O)O)c2)c2ccc(O)c(C(=O)O)c2)C=CC1=O
    /	/	?	/	/	-8%[1.9 µM]	-14%&1%
Cn1c(=O)n(C)c2cc(NS(=O)(=O)c3ccc4c(c3)CCCC4)ccc21
    -7%	-5%	?	-4%	2.8µM*	-12%[0.074 µM]	-3%
CCC(C)(NC(=O)Cc1c[nH]c2ccccc12)C(=O)NC1CCCCC1 (stereo not drawn)
    0%	-3%	-20%	8%	-5%	23%[10 µM]	-3%
CC(OC(=O)c1cc2ccccc2cc1O)C(=O)Nc1ccc(S(N)(=O)=O)cc1 (stereo not drawn)
    /	-7%	/	-2%	-3%[9.22 µM]	8%[10 µM]	-11%
O=c1cc(CSc2n[nH]c(=O)n2C2CC2)c2ccc(O)cc2o1
    /	2%	/	9%	-10%[9.22 µM]	21%[10 µM]	9%
CCCNC(=O)C12CCC(C)(c3nc4cc(C)c(C)cc4nc31)C2(C)C (stereo not drawn)
    -2%	2%	-10%[9.22 µM]	2%	13%	-10%	3%
COc1ccc(/C=N/NC(=O)c2ccccc2Cl)cc1CSc1nc2ccccc2s1
    -2%	2%	-6%	-7%	-30%	-88%[inhibitor]	3%
Cc1nn(CC(=O)NCCN2CCOCC2)c(C)c1[N+](=O)[O-]
    ?	10%	20%	-1%	1%	?	-4%
COc1cc(C(=O)NCC(c2ccco2)N2CCCC2)ccc1OCc1c(C)noc1C (stereo not drawn)
    -14%	-2%	6%	-21%	7%	12%[1.9 µM]	-9%
O=C(/C=C/c1cccc([N+](=O)[O-])c1)N1CCN(c2ccccc2F)CC1
    ?	-3%	14%	-5%	7%	-11%[0.074 µM]	-3%
Cc1cc(NC(=O)c2ccccc2)nc(C)n1
    -10%	8%	/	12%	-11%[9.22 µM]	-3%[10 µM]	3%
Cc1ccc(S(=O)(=O)/N=C(\N)Nc2nc(C)c3ccccc3n2)cc1
    -4%	-9%	?	-2%	-11%	-4%[10 µM]	-1%
Cc1cccc(-n2nnnc2SCC(=O)NCCN2C(=O)CSC2=O)c1
    -1%	6%	8%	-1%	8%	22%	-2%
COCCNC(=O)CS(=O)Cc1nc(-c2ccc(OC)cc2)oc1C (stereo not drawn)
    -2%	22%	-4%	-1%	-1%	-15%	4%

Three entries out of the list above, arranged by the number in HTT aggregate, ascending.
Compound	GAA inh	GAA glycogen mod	CBFb RUNX1 block	HTT aggregate
CCC(C)(NC(=O)Cc1c[nH]c2ccccc12)C(=O)NC1CCCCC1 (stereo not drawn)	0%	-3%	8%	-5%
Cc1nn(CC(=O)NCCN2CCOCC2)c(C)c1[N+](=O)[O-]	?	10%	-1%	1%
O=S(=O)(NN1CCOCC1)c1ccc(Cl)s1	2%	-26%	15%	12%

Screening data: PubChem BioAssay, National Center for Advancing Translational Sciences (NCATS)
